Screening data deposited in PubChem BioAssay by National Center for Advancing Translational Sciences (NCATS).
Peg3 imprint = induces erasure of genomic imprints in mouse ES cells; AID 1948; Potency, µM (titrated, usually from 60.7 µM), inactives show at the highest dose activity change, positive = activation, hits mostly activators; 110,000 tested, 0.02% active; mouse ES Peg3-LacZ reporter, beta-gal luminescence, 40 h;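 further: 0% = negative control wells on the plate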
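Gelatin-coated wells received 300 freshly trypsinized female ES cells with a Peg3LacZ-Neo reporter on the maternal allele, then incubated 40 hours at 37C. BetaGlo was added for 5 minutes at room temperature before a single luminescence read.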
p53ts 39C kill = p53ts cell cytotoxicity, nonpermissive temperature; H1299-p53A138V viability at 39C, ATP luminescence, 24 h; Potency, µM (top dose mostly 46.1 µM), for the others: at the top dose activity change, negative = cell killing, actives largely listed as cytotoxic; 130,000 tested, 1.5% active; AID 902; further: nearly all actives have a fitted effect of over 55% in size
IkB sig inh = IkB pathway inhibition in ABC-DLBCL cells. AID 445. Potency, µM (titrated, usually from 57.1 µM), without a hit: top-dose IkBa stabilization activation. 110,000 tested, 0.04% active. ABC-DLBCL IkBa-CBG/CBR dual luciferase ratio, 4 h; response scale: scaled: untreated 0%, proteasome inhibitor 100%; active means well fitted curve in the direction sought with a large enough effect in the signal ratio, not every such curve was filed as active; inconclusive means small, poorly fitted or top-dose-only effect, or a change in a side signal; the % refers to the signal ratio;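 further: the direction sought is a rising ratio; 0% = basal untreated cells and 100% = reference inhibitor full response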
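Luminescence ratio of IκBα-fused green versus native red beetle luciferase in OCI-Ly3 cells, 4 h post-doxycycline with compound; red signal alone, scaled from basal (0%) to zero light (-100%), flagged nonspecific or cytotoxic effects.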
p53ts 32C kill = cytotoxicity in p53ts cells at permissive temperature; Potency, µM (highest dose often 46.1 µM), for the others: at the top dose activity change, negative = cytotoxicity, most hits filed as cytotoxic; H1299-p53A138V at 32C, ATP luminescence viability, 24 h; AID 924; 130,000 tested, 0.93% active;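 further: 0% = DMSO and -100% = full killing by reference compound; nearly all actives have a fitted effect of over 55% in size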
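Cells: H1299 p53ts (A138V), 600/well, pre-incubated 16–30 h at 37C. Cpd up to 46 uM, 24 h, 32C. Readout: ATPlite luminescence, 20 min RT. Normalization: DMSO vs tamoxifen 100 uM. AC50 by Hill equation.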
Numbers without * were called inactive; u = inconclusive; x = not tested or not shown; [ ] = another dose, or the depositor's remark. Unless noted, the call rests on the fitted dose curve; in most records, active means well fitted curve in the direction sought with a large enough effect; inconclusive means small, poorly fitted or top-dose-only effect, or another doubt; inactive means no such curve, though single readings can be large; an effect the other way counts as inactive or inconclusive. Unless noted, on the % scale 0 is the no-effect control and ±100 the full control effect; potency means the concentration at half of the fitted maximal effect.

Values run as follows: Peg3 imprint	p53ts 39C kill	IkB sig inh	p53ts 32C kill
O=C(OC(C(=O)NCc1ccc2c(c1)OCO2)c1ccccc1F)c1ccco1 (stereo unspecified)
 : -29%	5%	0.7%	1%
Cc1cc(Cl)ccc1NC(=O)C(=O)NCc1ccco1
 : -22%[10.9 µM]	-15%	u	-10%
CC(=O)c1ccc(NC(=O)CCc2c(C)nc3ncnn3c2C)cc1
 : -13%	13%	2.1%	3%
CCOc1ccc(NS(=O)(=O)c2ccc3[nH]c(=O)oc3c2)cc1
 : -17%	5%	u	3%
Cc1noc(C)c1C(=O)OCC(=O)/C=C1\N(C)c2ccccc2C1(C)C
 : -14%	8%	1.7%	9%
Cc1ccc(S(N)(=O)=O)cc1
 : 2%	18%	-0.3%	10%[1.84 µM]
O=C(Nc1ccccc1Cl)C1CCN(c2nc3ccccc3[nH]2)CC1
 : -8%[10.9 µM]	13%	1.1%	1%
COc1cc(Br)c(C2CC(=O)Nc3cc(OC)c(OC)c(OC)c32)cc1OC (stereo unspecified)
 : -6%[10.9 µM]	4%	u	14%
COc1cccc(N2CCN(C(=O)CCS(=O)(=O)c3ccc4c(c3)oc(=O)n4C)CC2)c1
 : 2%[10.9 µM]	25%	-2.0%	-6%
COCCCn1c(SCC(=O)Nc2ccc(C(C)=O)cc2)nc2ccccc2c1=O
 : -21%	-16%	0.7%	2%
Cc1ccc(Cl)cc1N1CCN(C(=O)C2CCN(S(=O)(=O)c3cn(C)cn3)CC2)CC1
 : 7%[10.9 µM]	0%	-0.9%	-12%
CCOCCc1nn2c(=O)cc(COC(=O)c3ccc(NC(=O)c4cccs4)cc3)nc2s1
 : -4%[10.9 µM]	1%	1.2%	-3%
O=c1[nH]c(=O)n(C2CCCCCC2)c(O)c1C=NCc1ccc(F)cc1
 : -19%	3%	u	-2%
CCO/C=N/c1c(C#N)c(CC#N)nn1-c1ccccc1
 : 2%	13%	0.1%	5%
Cc1c(C(=O)OCc2ccccc2)nnn1-c1nonc1N
 : -15%	-4%	-1.7%	1%
CCOc1cc(N2CCOCC2)c(OCC)cc1NC1=NCCCCC1
 : -7%	2%	0.6%	-2%
CC1CCN(c2oc(/C=C/c3ccc(F)cc3)nc2C#N)CC1
 : -10%[10.9 µM]	-13%	0.1%	2%
NC(=O)CCCCn1ccc(NC(N)=NCC(F)(F)F)n1
 : 2%	-2%	0.0%	-5%
CC(C)OCCCNC(=O)Cn1nc(-c2ccccc2)ccc1=O
 : -5%	10%	2.6%	-7%
COc1ccc(Cl)cc1NC(=O)c1cc(C)nn1-c1ccccc1
 : 11%[10.9 µM]	-19%	u	16%
Cc1cc(C(F)(F)F)nn1CC(=O)Nc1cccnc1
 : -14%	1%	-0.4%	-1%
CCOc1ccc(CN2C(=O)c3ccccc3Sc3ccc(C(=O)NCc4ccc5c(c4)OCO5)cc32)cc1
 : 7%[10.9 µM]	19%	u	23%
CO[C@H]1COC(=O)[C@H](C)COC(=O)[C@@H](Cc2ccccc2)NC(=O)C/C=C\[C@H]1C
 : x	3%[9.22 µM]	x	0%[9.22 µM]
CCN1C(=O)c2ccccc2Sc2ccc(C(=O)NCCCN(CC(C)C)CC(C)C)cc21
 : -19%[10.9 µM]	-23%	u	-15%
CCSc1nnc(NC(=O)c2ccccc2)s1
 : -73%[inhibitor]	-22%	u	u
COc1ccccc1-c1noc(-c2ccc(NC3CCCC3)c([N+](=O)[O-])c2)n1
 : -10%[10.9 µM]	29%	u	-8%
COC(=O)c1ccc2c(=O)n(CCCCCC(=O)NC(C)C)c(=O)[nH]c2c1
 : 3%[10.9 µM]	-9%	-2.2%	4%
CSc1cccc(NC(=O)C2CCCN(S(=O)(=O)c3ccc4c(c3)CCCN4C(C)=O)C2)c1 (stereo unspecified)
 : -8%[10.9 µM]	-22%	0.5%	-3%
CN(C)C(=O)c1ccc(-c2ccc3ncnc(NCc4cccs4)c3c2)cc1
 : 1%	8%	1.7%[11.4 µM]	6%
COc1ccc(NC(=O)CSc2nccn2-c2cccc(OC)c2)cc1
 : -5%	12%	-2.5%	-21%
O=C(COC(=O)c1ccc(=O)n(Cc2ccccc2)n1)Nc1ccc2c(c1)OCCO2
 : 2%	8%	1.5%	-2%
CCOC(=O)c1c(S(=O)(=O)NCC(=O)NCc2cccc(C)c2)c(C)n(C)c1C
 : -10%[10.9 µM]	4%	-0.9%	5%
Clc1ccc(CN2CCc3nc(Nc4ccc5c(c4)OCCO5)ncc3C2)cc1
 : -6%[10.9 µM]	-12%	u	3%
Cc1noc(C)c1S(=O)(=O)NCCc1csc2nc(-c3ccc(Cl)cc3)nn12
 : -10%[10.9 µM]	u	u	-1%
C#CCCCC(=O)Nc1ccccc1
 : -4%	-3%	x	-2%
CCOC(=O)c1nc(S(C)(=O)=O)ncc1N1CCOCC1
 : 3%	9%	-1.6%	-6%
C=CC(=C)CC(NC)c1ccccc1 (stereo unspecified)
 : -6%	-14%	-1.3%	-13%
COc1ccc(-n2cc(-c3ccccc3)c3c(SC(C)C(C)=O)ncnc32)cc1 (stereo unspecified)
 : -8%[10.9 µM]	21%	u	3%
Cc1ccc(NC(=O)c2sc3ncnc(N(C)C4CCCCC4)c3c2C)cc1
 : -18%[10.9 µM]	-12%	-0.2%	1%
COC(=O)c1ccccc1NC(=O)CN1CCC(C(=O)c2ccc3c(c2)OCCO3)CC1
 : -16%	4%	u	2%

Given with each value named: part of the list above.
CO[C@H]1COC(=O)[C@H](C)COC(=O)[C@@H](Cc2ccccc2)NC(=O)C/C=C\[C@H]1C
  Peg3 imprint: x; p53ts 39C kill: 3%[9.22 µM]; IkB sig inh: x; p53ts 32C kill: 0%[9.22 µM]

C#CCCCC(=O)Nc1ccccc1
  Peg3 imprint: -4%; p53ts 39C kill: -3%; IkB sig inh: x; p53ts 32C kill: -2%

C=CC(=C)CC(NC)c1ccccc1 (stereo unspecified)
  Peg3 imprint: -6%; p53ts 39C kill: -14%; IkB sig inh: -1.3%; p53ts 32C kill: -13%

COC(=O)c1ccccc1NC(=O)CN1CCC(C(=O)c2ccc3c(c2)OCCO3)CC1
  Peg3 imprint: -16%; p53ts 39C kill: 4%; IkB sig inh: u; p53ts 32C kill: 2%

More compounds follow:
Values run as follows: Peg3 imprint	p53ts 39C kill	IkB sig inh	p53ts 32C kill
Cc1ccc(Cl)cc1N1CCN(C(=O)c2cc(S(=O)(=O)N3CCCCC3)cn2C)CC1
 : -5%[10.9 µM]	-8%	u	-9%
COC(=O)Cc1c(C)nc2nc(NCc3c(F)cccc3Cl)[nH]n2c1=O
 : 4%	8%	2.3%	-3%
O=C(NC1CCN(Cc2ccccc2)CC1)C1CCN(S(=O)(=O)c2cccc3nsnc23)CC1
 : -4%	-9%	0.5%	-1%
COc1ccc(S(=O)(=O)N2CCCC2C(=O)Nn2cnnc2)cc1 (stereo unspecified)
 : -1%	-1%	-0.2%	7%
COCCNC(=O)c1ccc(N2CCCCC2)c(NS(=O)(=O)c2ccc(C)cc2)c1
 : -15%	-10%	0.2%	-12%
CC(Oc1ccccc1)C(=O)Nc1nnc2n1CCS2 (stereo unspecified)
 : 4%[10.9 µM]	-11%	-0.6%	1%
CC(NC(=O)c1ccc(Cn2c(=O)c3cccn3c3cccnc32)cc1)c1ccccc1 (stereo unspecified)
 : 7%[10.9 µM]	-27%	u	10%
Cc1ccc2oc(=O)n(CCOc3ccccc3Cl)c2c1
 : -12%	-19%	-3.1%	-5%
COc1cccc(-c2nc(S(=O)(=O)c3ccc(Cl)cc3)c(NCc3ccccc3)o2)c1
 : -19%[10.9 µM]	13%	9.9%	-10%
COc1ccc(/C(O)=C2/C(=O)C(=O)N(CCN(C)C)C2c2ccccc2)cc1Cl (stereo unspecified)
 : -16%	3%	-0.4%	-7%
Cc1nn2c(=O)cc(COC(=O)c3ccco3)nc2s1
 : -11%[10.9 µM]	3%	3.4%	5%
CCC(=O)N(CC)c1nc(-c2ccc(OC)cc2)cs1
 : -19%	-16%	1.4%	-5%
CCCOc1ccccc1C(=O)N1CCCCC1CCN1CCCCC1 (stereo unspecified)
 : -10%[10.9 µM]	22µM*	1.2%	-3%
O=C(NC1CCCC1)C(c1ccc(O)cc1)N(CC1CCCO1)C(=O)C1COc2ccccc2O1 (stereo unspecified)
 : 8%	17%	u	17%
COc1ccc(OCC(O)Cn2c(Nc3ccccc3)nc3c2c(=O)n(C)c(=O)n3C)cc1 (stereo unspecified)
 : 2%	-26%	5.7%	u
CCOC(=O)CSc1ccc2nnc(CCNS(=O)(=O)c3ccccc3)n2n1
 : -15%[10.9 µM]	-13%	-0.9%	1%
O=C(NCc1ccco1)c1c[nH]c2ccc(S(=O)(=O)N3CCOCC3)cc2c1=O
 : 4%	-5%	-0.3%	-4%
Cc1cc2c(c(Sc3ccccc3)n1)C(=O)OC2
 : -7%	-10%	-0.5%	-11%
Cc1ccccc1Cn1c(CN2CCC(C(=O)NCc3cccnc3)CC2)cc2ccccc21
 : -13%[10.9 µM]	-16%	u	4%
Cc1ccc(C(=O)/C=C/Nc2ccccc2C(N)=O)o1
 : -45%[inhibitor]	13µM*	u	13µM*
COc1cc(C(=O)Nc2nc(OC)c(-c3ccccc3)c(OC)n2)cc(OC)c1OC
 : -8%	9%	-3.0%	1%
O=C(NCc1ccco1)C1CCCCN1S(=O)(=O)c1ccc(F)cc1 (stereo unspecified)
 : -7%	-2%	3.0%	20%
Cc1ccc(CCNC(=O)C(CC(C)C)NS(=O)(=O)c2ccc3c(c2)oc(=O)n3C)cc1 (stereo unspecified)
 : 19%[10.9 µM]	1%	1.5%	-4%
CCCN(C(=O)c1cn(C)c(=O)c2ccccc12)c1ccccc1C
 : -5%[10.9 µM]	-18%	u	-2%
COc1cc(OC)c(NS(=O)(=O)c2cc(-c3cnc(C)o3)ccc2OC)cc1Cl
 : -11%[10.9 µM]	-24%	0.1%	17%
Cc1cccc(NC(=O)CSc2ncc(-c3ccc(Br)cc3)[nH]2)c1
 : 27%[10.9 µM]	13µM*	u	u
CCc1ccccc1N(C)C(=O)CCc1nc(-c2ccc(C)cc2)no1
 : -18%	-3%	u	-5%
O=C(CCc1ccc(S(=O)(=O)N2CCOCC2)cc1)NCCCN1CCCC1=O
 : -11%	-11%	-0.9%	-1%
CCOc1ccc(NC(=O)C2CCC(N3C(=O)C4CC=CCC4C3=O)CC2)cc1 (stereo unspecified)
 : -2%	-7%	0.1%	4%
CCCc1nc2ccccc2c(=O)n1/N=C/c1ccc(O)c(O)c1
 : -24%	-8%	-4.1%	-11%
COc1ccc(CNC(=O)c2ccc(CS(=O)Cc3ccccc3Cl)o2)cc1 (stereo unspecified)
 : -18%[10.9 µM]	-5%	-0.1%	3%
O=c1[nH]c(SCc2ccccc2Cl)nc2c1cnn2-c1ccccc1
 : -15%	11%	-3.9%	-12%
CCOC(=O)c1noc2ncnc(Nc3cccc(OC)c3)c12
 : -10%[10.9 µM]	15%	1.5%	-6%
CCOC(=O)C1CCC(CN(Cc2ccc(OC)cc2)S(=O)(=O)c2ccc(F)c(C(=O)Nc3ccc(C)c(C)c3)c2)CC1 (stereo unspecified)
 : -10%[10.9 µM]	30%[activator]	-1.4%	4%
O=C(NCCS(=O)(=O)N1CCN(c2ccccc2)CC1)C1CC(=O)N(c2ccccc2)C1 (stereo unspecified)
 : -13%[10.9 µM]	-17%	-0.8%	6%
COc1ccc(NC(=O)C(F)(OC)C(F)(F)F)c(OC)c1 (stereo unspecified)
 : -3%	8%	-0.9%	-5%
Cc1ccc(NC(=O)C(=O)NCC(c2cccnc2)N2CCN(Cc3ccccc3)CC2)cc1 (stereo unspecified)
 : -9%[10.9 µM]	-24%	u	1%
CCc1ccc(-n2nc(C)c3c(C)cc(=O)n(CC(=O)Nc4ccc(OC)c(OC)c4)c32)cc1
 : -16%[10.9 µM]	-16%	0.7%	5%
O=C1NCCN1Cc1cccc(Cl)c1
 : -5%	-8%	-0.1%	3%
CSc1ccc(C2c3c(oc4cc(C)cc(C)c4c3=O)C(=O)N2Cc2ccco2)cc1 (stereo unspecified)
 : -12%[10.9 µM]	-23%	-0.1%	-7%
N#Cc1c(NC(=O)c2ccc(Cn3cc(Br)cn3)o2)sc2c1CCCCCC2
 : -21%	52%[activator]	-3.6%	28%

Rows are unselected; overall some 1.7% were active at least once.
